POLH inh = blocks human DNA polymerase eta activity | Q9Y253 | recombinant Pol eta, fluorescent DNA replication assay | Potency, µM (doses to about 114 µM), without a hit: at the highest dose activity change, negative = inhibition, most hits filed as inhibitors | 390,000 tested, 1.2% active; also: potency is read from the fitted curve at half-maximal effect; % is scaled to controls: 0 for no effect and ±100 for the full control effect
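Pol eta (10 nM) was preincubated with compounds for 15 min at room temperature, after which fluorescent replication substrate (50 nM final) was added to start the reaction. Fluorescence was read kinetically at 0 and 10 min.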
PGK inhibitor = inhibitors of T. brucei phosphoglycerate kinase; P07378; 380,000 tested, 0.043% active; Potency, µM (doses to about 57.5 µM), for inactives: at the highest dose activity change, negative = inhibition, usual class: inhibitors; PGK/GAPDH coupled, Kinase-Glo luminescence, 60 min; also: potency is read from the fitted curve at half-maximal effect; % is scaled to controls: 0 for no effect and ±100 for the full control effect; nearly all actives have a fitted effect of over 60% in size
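Recombinant glycosomal PGK reaction used 1,3-bisphosphoglycerate generated in-well by GAPDH (100nM final) in 100mM TEA pH 7.6, 5mM MgCl2, 0.01% Tween-20. After 60 minutes at room temperature, ATP was read by Kinase-Glo Plus luminescence end-point.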
POLK inh = inhibitors of human DNA polymerase kappa | Q9UBT6 | purified Pol kappa, fluorescent DNA synthesis assay, 10 min | Potency, µM (highest dose often 107 µM), without a hit: top-dose activity, negative = inhibition, usual class: inhibitors | 400,000 tested, 0.53% active; also: potency is read from the fitted curve at half-maximal effect; % is scaled to controls: 0 for no effect and ±100 for the full control effect
Target sequence (Q9UBT6 whole entry, looked up): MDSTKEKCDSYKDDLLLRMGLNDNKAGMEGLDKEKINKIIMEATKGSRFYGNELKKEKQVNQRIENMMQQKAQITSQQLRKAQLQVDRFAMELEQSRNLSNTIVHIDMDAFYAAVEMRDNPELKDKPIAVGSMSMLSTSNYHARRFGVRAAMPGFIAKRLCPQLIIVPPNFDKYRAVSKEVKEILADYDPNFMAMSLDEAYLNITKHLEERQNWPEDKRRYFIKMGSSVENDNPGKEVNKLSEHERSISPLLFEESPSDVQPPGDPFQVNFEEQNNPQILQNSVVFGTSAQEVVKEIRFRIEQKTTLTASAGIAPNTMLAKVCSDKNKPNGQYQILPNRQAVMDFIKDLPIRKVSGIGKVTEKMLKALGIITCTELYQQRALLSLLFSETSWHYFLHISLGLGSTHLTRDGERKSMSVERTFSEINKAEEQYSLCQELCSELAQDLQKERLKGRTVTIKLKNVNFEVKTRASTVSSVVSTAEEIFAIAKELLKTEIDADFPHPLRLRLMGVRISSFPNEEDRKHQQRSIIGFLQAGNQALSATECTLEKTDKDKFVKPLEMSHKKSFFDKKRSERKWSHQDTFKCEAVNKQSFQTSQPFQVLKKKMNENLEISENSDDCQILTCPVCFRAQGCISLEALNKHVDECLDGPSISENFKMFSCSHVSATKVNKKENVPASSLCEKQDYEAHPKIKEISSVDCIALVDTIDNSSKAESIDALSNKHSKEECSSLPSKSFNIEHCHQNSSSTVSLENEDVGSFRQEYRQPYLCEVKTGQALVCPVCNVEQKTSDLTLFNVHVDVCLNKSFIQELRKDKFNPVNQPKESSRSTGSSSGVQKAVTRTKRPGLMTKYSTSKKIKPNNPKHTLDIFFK
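Kinetic fluorescence screen: compound preincubated 15 min RT with 10 nM enzyme; 50 nM substrate (final) initiates; reads at 0/10 min.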
APE1 inh = inhibitors of human APE1 endonuclease; P27695; recombinant APE1, TAMRA/BHQ-2 abasic DNA cleavage fluorescence; Potency, µM (series often up to 65.8 µM), inactives show top-dose activity change, negative = inhibition, usual class: inhibitors; 350,000 tested, 0.35% active; AID 2517;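 also: potency is read from the fitted curve at half-maximal effect; plate controls were vehicle for no effect and reference inhibitor for full effect; nearly all actives have a fitted effect of over 55% in size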
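Step 1: APE1 (0.75 nM) with compound, 15 min RT. Step 2: add 50 nM fluorophore/quencher THF duplex. Step 3: three fluorescence reads 60 s apart (525/598 nm); read 3 minus read 1 = reaction progress.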
Apoferritin bind = candidate novel general anesthetic via apoferritin binding. P02791. apoferritin/1-aminoanthracene competitive binding, fluorescence. Potency, µM (doses to about 77.5 µM), for the others: at the top dose activity change, negative = displacement, most hits filed as inhibitors. 350,000 tested, 0.074% active. AID 485281; also: potency is read from the fitted curve at half-maximal effect; % is scaled to controls: 0 for no effect and ±100 for the full control effect; nearly all actives have a fitted effect of over 20% in size
Target sequence (P02791 2-175 limits assumed): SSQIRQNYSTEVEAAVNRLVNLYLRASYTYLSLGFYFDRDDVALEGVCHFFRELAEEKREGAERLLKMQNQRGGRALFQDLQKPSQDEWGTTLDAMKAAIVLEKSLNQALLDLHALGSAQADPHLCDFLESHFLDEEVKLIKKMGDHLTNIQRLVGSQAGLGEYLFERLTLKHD
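Read-out: endpoint 1-AMA fluorescence, excitation 380 nm and emission 535 nm, after compounds sit 10 min at room temperature with 10 uM horse-spleen apoferritin in 50% saturated 1-AMA/PBS. Values come from four-parameter Hill fits.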
POLB inh = DNA polymerase beta (human) inhibition; Pol beta primer extension/strand displacement, fluorescence kinetic; AID 485314; 340,000 tested, 1.3% active; Potency, µM (doses to about 114 µM), for inactives: at the top dose activity change, negative = inhibition, hits mostly inhibitors; also: potency is read from the fitted curve at half-maximal effect; % is scaled to controls: 0 for no effect and ±100 for the full control effect
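Values derive from four-parameter Hill fits of normalized kinetic data: reads at 0 and 10 min following addition of 50 nM substrate to 10 nM Pol beta preincubated 15 min with compound.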
BLM inh = inhibitors of human Bloom syndrome helicase BLM. P54132. recombinant BLM DNA unwinding, fluorescence dequenching. Potency, µM (titrated, usually from 56.1 µM), for the others: top-dose activity change, negative = inhibition, hits mostly inhibitors. 350,000 tested, 0.2% active;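 also: potency is read from the fitted curve at half-maximal effect; plate controls were vehicle for no effect and no enzyme for full effect; nearly all actives have a fitted effect of over 35% in size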
Pol iota inh = inhibitors of human DNA polymerase iota. Q9UNA4. Pol iota fluorescent replication assay, 10 min. Potency, µM (series often up to 115 µM), for the others: at the highest dose activity, negative = inhibition, actives largely listed as inhibitors. 390,000 tested, 1% active; also: potency is read from the fitted curve at half-maximal effect
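Fluorescent replication assay read twice, at 0 min and 10 min after adding 50 nM (final) substrate. Enzyme (10 nM) and compounds were first incubated 15 min at room temperature; enzyme-free buffer wells were negative controls.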
RXFP1 antag = blocks the human relaxin receptor RXFP1; Q9HBX9; HEK293-RXFP1, relaxin-stimulated cAMP HTRF, 30 min; active compounds read low; activity change, negative = inhibition, % at 57.5 µM; 350,000 tested, 0.59% active;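 active = activity change of -60% or lower, but not beyond a set lower limit; inconclusive = change between -60% and -40%, or beyond the set limit; inactive = change above -40%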; also: % is scaled to controls: 0 for no effect and ±100 for the full control effect
Active calls of the source: *; i = inactive; ? = inconclusive; nt = no result given; & = joins results of further samples; [ ] = remark or other dose. Unless noted, calls follow the shape of the dose curve; as a rule, active = well fitted curve in the direction sought with a large enough effect; inconclusive = small, poorly fitted or top-dose-only effect, or another doubt; inactive = no such curve, though single readings can be large; an effect the other way counts as inactive or inconclusive.

SMILES	POLH inh	PGK inhibitor	POLK inh	APE1 inh	Apoferritin bind	POLB inh	BLM inh	Pol iota inh	RXFP1 antag
CC(C(=O)Nc1ccc(S(=O)(=O)N2CCOCC2)cc1)N1CCN(c2ccccn2)CC1 (stereo not given)	3.3%	-0.4%	-5.3%	1.6%	-21.8%	4.6%	-2.6%	14.7%	-13.4
COc1ccc(C(=O)NCCNc2ccc([N+](=O)[O-])cc2)cc1	-3.0%	0.9%	-5.0%	4.5%	-18.4%	3.7%	-3.8%	0.3%	-1.8
CCOc1cc(C2NC(=O)CCC2[N+](=O)[O-])cc(Br)c1OCC (stereo not given)	-13.8%	-7.0%	15.5%	13.9%	4.1%	33.8%	-0.7%	15.0%	6.5
COC(=O)c1ccc(COC(=O)CNC(=O)CNC(=O)c2ccc(OC)cc2)cc1	-9.7%	-2.3%	-7.4%	nt	nt	nt	nt	49.0%[activator]	-12.3
CCCCN1C2CCCC1CC(NC(=O)c1cccc(OC)c1)C2 (stereo not given)	12.9%	4.6%	-6.1%	8.9%	-12.0%	2.5%	-6.4%	90.5%[activator]	3.4
CCCn1c(=O)n(C)c(=O)c2c(SC(C)C(=O)NCC3CCCO3)nc(CC(C)C)nc21 (stereo not given)	-16.2%	4.8%	-4.1%	0.8%	nt	nt	nt	25.3%	-19.9
COc1cc(NC(=O)COc2ccc(F)cc2)nc(OC)n1	3.6%	1.8%	-11.9%	-1.1%	-2.5%	7.0%	1.2%	11.9%	-26.3
Cc1ccc(NS(=O)(=O)c2ccc3c(c2)N(C)CCO3)cc1	-14.5%	-0.1%	-8.9%	-3.4%	-9.3%	27.6%	-2.6%	9.6%	-10.2
COc1ccc(/C(C)=N/Nc2nc3ccccc3nc2C)cc1	0.6%	-1.7%	-7.1%	-0.7%	-12.4%	-10.1%	-0.7%	-24.7%	-1.5
CCN(CC(=O)Nc1c(F)cccc1F)C(=O)c1ccc(C2SCCS2)cc1	-19.6%	0.9%	1.3%	21.1%	nt	nt	nt	39.0%[activator]	-6.5
CN(C(=O)c1ccc2nccnc2c1)C1CCCCC1	-15.0%	0.4%	-2.2%	11.1%	8.1%	32.7%[activator]	-1.1%	35.7%[activator]	2.4
Cc1cc(C)c2c(n1)nn1c(NCCCN(C)C)cc(C)nc21	-25.4%	-3.5%	-14.2%	-3.4%	428.1%[activator]	-1.6%	8.9%	4.4%	1.8
COc1ccc(CNC(=O)C2=C(C)C(=O)OC23CCC(C)CC3)cc1 (stereo not given)	-2.8%	-10.5%	-4.4%	-3.1%	-20.4%	6.4%	3.2%	17.1%	-16.2
CC1=NN(c2ccc(C(=O)OC(C)C)cc2)C(=O)/C1=C\C=C\c1ccco1	?	-5.7%	-2.7%	7.7%	?	50.1µM*	-11.8%	-1.5%	-15.1
O=[N+]([O-])/C=C1\CCCCCN1	0.5%	-7.4%	-2.2%	21.0%	0.0%	-3.0%	-5.2%	-0.1%	1.8
C/C(=N/O)c1c(O)c(C)c(-c2ccccc2)n(-c2ccccc2)c1=O	-10.4%	2.8%	2.8%	-5.2%	-8.9%	9.3%	1.8%	14.2%	nt
COc1ccc(C2=NN(C(=O)CSc3ncccn3)C(c3ccc(C)cc3)C2)cc1 (stereo not given)	-14.2%	-1.5%	-8.6%	6.2%	44.0%[activator]	24.8%	3.5%	1.3%	-13.6
CCN(C(=O)Cn1cnc2c1c(=O)n(C)c(=O)n2C)C1CCCCC1	-1.0%	5.7%	-12.8%	3.5%	nt	nt	nt	33.9%[activator]	-2.5
CCOc1ncccc1C(=O)N(CC)CC(=O)Nc1ccc(NC(C)=O)cc1	-15.1%	-0.6%	-10.1%	-3.7%	1.1%	23.2%	1.8%	13.5%	12.1
CN1CCc2c(sc(N)c2C(=O)c2ccc(Cl)cc2)C1	-9.3%	i	-11.2%	6.3%	7.5%	6.5%	0.1%	41.2%[activator]	-0.2
Cc1cccc(OCC(=O)N(Cc2ccco2)c2c(N)n(Cc3ccccc3)c(=O)[nH]c2=O)c1	-10.2%	2.6%	-4.7%	-13.0%	nt	nt	nt	20.7%	-5.8
Cc1nc(CC(C)C)cc(C(=O)N2CCCC(Nc3ccc(C)c(C)c3)C2)n1 (stereo not given)	-10.3%	6.2%	-3.3%	1.1%	-23.0%	95.5%	-1.1%	15.6%	-3.2
O=C1CCC(C(=O)Nc2cccc(Oc3ccccc3)c2)=NN1	-4.9%	-8.2%	-7.8%	-5.4%	-11.8%	2.9%	-6.1%	36.4%[activator]	-1.1
CS(=O)(=O)c1ccc(Cl)c(NC(=O)COC(=O)C23CC4CC(CC(C4)C2)C3)c1	-7.4%	-0.6%	6.5%	-5.6%	nt	nt	nt	-16.2%	-1.5
Nc1n[nH]c(-c2ccc(Br)cc2)c1Cl	-10.9%	-6.3%	7.6%	1.8%	?	14.2%	-0.7%	-12.1%	-16.5
c1ccc(CO/N=C(\c2ccc(C3CC3)nc2)C2CC2)cc1	-16.2%	i	2.5%	-2.1%	-14.5%	22.5%	-6.6%	-19.0%	-20.0
Cc1occc1C(=O)Nc1ccc(S(=O)(=O)N2CCCC2)cc1	3.2%	-3.7%	-17.0%	-6.8%	-13.1%	-4.2%	-1.2%	3.6%	9.9
CC(CN1c2ccccc2Sc2ccccc21)N(C)C (stereo not given)	-0.7%	-7.6%	-20.3%[60.1 µM]	?	-2.8%&-15.8%	-14.3%	-4.5%&-4.1%&4.2%	-18.0%	?
CC1CCN(S(=O)(=O)c2ccc3[nH]cc(C(=O)NCc4ccc(F)cc4)c(=O)c3c2)CC1	-12.0%	3.5%	-14.0%[60.1 µM]	nt	-2.8%	-26.2%	-3.3%	-22.8%	nt
O=C(CCNC(=O)C1CCN(S(=O)(=O)c2ccc(F)cc2)CC1)NCc1cccc(Cl)c1	-8.2%	i	2.4%	50.4%[activator]	-7.6%	-19.5%	1.3%	24.0%	-4.8
CCOc1nc(Oc2cccc(C(=O)O)c2)nc(Oc2cccc(C(=O)O)c2)n1	-22.3%	-1.3%	-7.6%	4.1%	-3.7%	-19.1%	0.6%	14.4%	-1.7
CC(C)(C)c1ccc2c(c1)N(CC(=O)N1CCCC1)C(=O)CO2	-2.8%	i	8.6%	-7.1%	-4.5%	?	2.2%	11.3%	-3.7
COc1ccc(C(=O)N2CCC(C(=O)NCc3ccccn3)CC2)cc1	2.8%	-6.1%	-4.5%	-1.4%	-5.0%	4.5%	2.0%	5.6%	3.1
O=C1N/C(=C\c2ccccc2)c2ccccc21	-8.1%	-10.6%	1.4%	1.8%	-0.5%	-24.9%	-0.8%	5.4%	-17.5
COCC(C)n1c(SCC(=O)NC(=O)Nc2ccc3c(c2)OCCO3)nc2ccccc2c1=O (stereo not given)	-4.4%	-8.7%	-8.4%	-5.6%	-2.8%	-1.2%	-1.8%	-8.5%	-7.6
COc1ccc(C2C(C(N)=O)=C(C)Nc3nc(CCCO)nn32)cc1 (stereo not given)	-0.6%&-4.2%	-5.4%&-0.9%	5.5%	-5.9%	-5.0%&23.8%	26.9%&8.4%	3.4%&-2.1%	85.5%&23.3%[activator]	-1.4&2.3
CC(C)CN(CCCNC(=O)CN1C(=O)COc2ccc(S(=O)(=O)N3CCOCC3)cc21)CC(C)C	-11.9%	0.3%	-0.4%	19.7%	-3.0%	12.6%	1.2%	-3.0%	-1.3
COCCCn1c(=O)c2sccc2n2c(CCCC(=O)Nc3cccc(C(F)(F)F)c3)nnc12	-5.0%	2.6%	4.1%	nt	-16.3%	97.0%	-7.7%	27.8%	10.6
Cc1c(NC(=O)CSc2n[nH]c(-c3ccccc3)n2)c(=O)n(-c2ccccc2)n1C	-5.2%	-1.6%	-9.5%	-0.6%	-6.5%	2.5%	2.9%	8.5%	7.3
N#CCCN(Cc1cccnc1)C(=S)NC(=O)c1ccco1	-17.4%	-8.3%	-4.9%	0.0%	-0.5%	2.7%	-5.3%	144.4%[activator]	-2.3
CCOC(=O)c1c(NC(=O)CNCCOC)sc2c1CCCC2	-5.6%	-2.0%	-2.9%	10.9%	-8.4%	-0.9%	-3.7%	?	-1.4
Cc1cc(C)cc(NC(=O)c2cc(Cl)sc2Cl)c1	-22.7%	-1.5%	-0.1%	0.8%	-12.6%	-3.1%	0.4%	8.3%	-18.6
CC(C)C[C@@H](CNCC(=O)[C@H](Cc1c[nH]c2ccccc12)NC(=O)c1[nH]cnc1C(=O)N[C@@H](C)CN)NC(=O)c1nc[nH]c1C(=O)N[C@@H](C)C(=O)O	-8.9%	1.9%	-12.7%	nt	nt	nt	nt	36.0%[activator]	nt
N=c1ccn(Cc2c(Cl)cccc2Cl)cc1	-12.0%	-5.3%	?	1.1%	-8.2%	-1.3%	-4.6%	141.4%[activator]	7.4
CC1=NNC(=O)C1Oc1ccccc1 (stereo not given)	-7.6%	i	-9.2%	0.0%	-5.9%	-1.7%	4.1%	25.1µM*	-26.6
CCOc1cccc(-c2c(C(=O)N/N=C(\C)c3ccccn3)nnn2-c2nonc2N)c1	-14.3%	-5.7%	7.3%	0.2%	?	1.7%	-0.9%	25.8%	1.7
O=C(/C=C/c1ccc2c(c1)OCO2)Nc1nc(-c2ccccc2)cs1	3.6%	4.1%	1.4%	8.9%	67.9%[activator]	25.0%	-10.9%	4.8%	-26.7
CCC(C)c1ccc(OCC(=O)NNC(=O)C2CCCCC2)cc1 (stereo not given)	1.8%	-10.9%	-3.0%	7.0%	?	33.9%	3.0%	0.5%	2.5

Retrieved one by one from the list above:
SMILES	POLH inh	PGK inhibitor	POLK inh	APE1 inh	Apoferritin bind	POLB inh	BLM inh	Pol iota inh	RXFP1 antag
CCC(C)c1ccc(OCC(=O)NNC(=O)C2CCCCC2)cc1 (stereo not given)	1.8%	-10.9%	-3.0%	7.0%	?	33.9%	3.0%	0.5%	2.5
CCOC(=O)c1c(NC(=O)CNCCOC)sc2c1CCCC2	-5.6%	-2.0%	-2.9%	10.9%	-8.4%	-0.9%	-3.7%	?	-1.4

Screening results: PubChem BioAssay, National Center for Advancing Translational Sciences (NCATS)

These rows are one share of the data, so the mix of outcomes need not match the whole.
